# High-throughput results (PubChem)
# CXXC DNA block: blocks binding of human MLL CXXC domain to DNA; hit rate 0.037% among 290,000; MLL-CXXC / FITC-HOXA9 DNA fluorescence polarization; Q03164; Potency, µM (top dose mostly 115 µM), without a hit: at the top dose activity change, negative = inhibition, usual class: inhibitors; AID 2662; active = well fitted inhibition curve with a large enough effect in the polarisation, with a control signal flat, not every such curve was filed as active; inconclusive = small, poorly fitted or top-dose-only effect, or effect the other way, or a change in a side signal; inactive = no such curve, though single readings can be large or run the other way; the % refers to the polarisation; note: potency is the fitted concentration of half-maximal effect
#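 Purified MLL-CXXC (added from a 7 uM solution) was preincubated 5 min at ambient with pinned compounds in 50 mM Tris-HCl pH 7.5, 50 mM NaCl, 1 mM DTT, 0.05% BSA. Fluorescein-labeled HOX-A9 DNA (50 nM solution) followed, 30 min, then polarization read.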
# S-ASM inh: blocks human secretory acid sphingomyelinase; placental ASM, HMU-PC fluorogenic substrate, 60 min; Potency, µM (doses to about 57.5 µM), for inactives: top-dose activity change, negative = inhibition, hits mostly inhibitors; hit rate 0.006% among 340,000; note: potency is the fitted concentration of half-maximal effect
#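 Steps: dispense placental human ASM, pin compound, wait 10 min at room temperature, add HMU-PC0 substrate at 9 uM final, incubate 60 min at 37 °C, add stop solution raising pH to 10, read fluorescence.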
# Integrin act MD: activators of alpha7 integrin expression for muscular dystrophy; alpha7betagal myoblasts, beta-gal FDG fluorescence, 48 h; Potency, µM (highest dose often 38.3 µM), without a hit: top-dose activation, usual class: activators; hit rate 0.064% among 350,000;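 note: potency is the fitted concentration of half-maximal effect; 100% = response of the positive control SU9516; nearly all actives have a fitted effect of over 60% in size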
#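 Alpha7betagal+/- myoblasts (passage 13) were plated 16-24 hr, then exposed to compounds (1:260 dilution of DMSO stock) for 48 hours at 37C. After MPER lysis, β-galactosidase reporter activity was read as FDG fluorescence (ex 480/em 540) after 30 minutes.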
# MBNL1 CUG block: inhibitors of human MBNL1 binding to CUG repeat RNA; Q9NR56; TR-FRET MBNL1-His/biotin-(CUG)12 binding, 665/545 ratio; Potency, µM (top dose mostly 57.5 µM), for the others: top-dose activity change, negative = inhibition, hits mostly inhibitors; hit rate 0.036% among 280,000; AID 2675; active = well fitted inhibition curve with a large enough effect in the signal ratio, with a control signal flat, not every such curve was filed as active; inconclusive = small, poorly fitted or top-dose-only effect, or effect the other way, or a change in a side signal; inactive = no such curve, though single readings can be large or run the other way; the % refers to the signal ratio; note: potency is the fitted concentration of half-maximal effect; % is set by controls: 0 for no effect and ±100 for the full control effect
#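 Inhibition of protein-RNA binding appears as loss of TR-FRET between terbium anti-His antibody on MBNL1-His and streptavidin-XL665 on biotin-(CUG)12. Activity is normalized to buffer-only and uninhibited-complex controls.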
# hERG WT inh: blocks the wildtype human KCNH2 potassium channel | Q12809 | U2OS, BacMam KCNH2, thallium flux FluxOr; active compounds read low | activity change, % at 1.84 µM | hit rate 0.37% among 340,000 | AID 720551;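 active = maximum activity change below -70%; inconclusive = maximum activity change between -70% and -50%; inactive = maximum activity change above -50%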; note: % is set by controls: 0 for no effect and ±100 for the full control effect
#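 U2OS cells transduced with wild-type KCNH2 virus are loaded with FluxOr dye for 45 min, and thallium flux is measured in kinetic reads before and after stimulation buffer. Rate constants are normalized to DMSO controls.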
# TRPV1 agonist: agonists of human vanilloid receptor 1 (TRPV1). TRPV1-expressing cells, Fluo-8 calcium influx, agonist mode. activation, % at 8.33 µM. hit rate 0.19% among 320,000. AID 540275; in the data active = activation above about 80%; inconclusive = between about 30% and that limit; note: 0% is about no effect
# Target sequence (Q8NER1 whole entry, looked up): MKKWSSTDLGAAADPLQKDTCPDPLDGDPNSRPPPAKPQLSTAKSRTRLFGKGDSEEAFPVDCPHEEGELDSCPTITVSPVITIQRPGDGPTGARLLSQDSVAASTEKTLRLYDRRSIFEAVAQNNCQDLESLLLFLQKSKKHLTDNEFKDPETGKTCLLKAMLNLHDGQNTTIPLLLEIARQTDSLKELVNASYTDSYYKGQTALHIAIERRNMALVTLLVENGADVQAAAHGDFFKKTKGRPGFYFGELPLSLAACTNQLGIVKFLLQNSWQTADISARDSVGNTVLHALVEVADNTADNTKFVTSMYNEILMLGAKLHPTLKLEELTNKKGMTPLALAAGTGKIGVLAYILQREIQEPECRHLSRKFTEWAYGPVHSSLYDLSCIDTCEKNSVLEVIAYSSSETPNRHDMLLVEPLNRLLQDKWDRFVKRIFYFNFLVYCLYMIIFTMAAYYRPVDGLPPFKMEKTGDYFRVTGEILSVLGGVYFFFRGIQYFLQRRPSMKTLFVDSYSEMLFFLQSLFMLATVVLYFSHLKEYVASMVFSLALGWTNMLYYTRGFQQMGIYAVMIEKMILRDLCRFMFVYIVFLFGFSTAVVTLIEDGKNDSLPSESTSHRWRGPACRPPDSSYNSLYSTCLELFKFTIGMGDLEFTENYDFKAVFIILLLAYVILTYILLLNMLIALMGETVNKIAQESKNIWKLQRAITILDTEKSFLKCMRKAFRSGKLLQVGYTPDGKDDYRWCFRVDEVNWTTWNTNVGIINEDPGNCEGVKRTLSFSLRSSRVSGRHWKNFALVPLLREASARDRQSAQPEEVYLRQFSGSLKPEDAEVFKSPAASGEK
#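 TRPV1-expressing cells were cultured overnight at 35.5C and loaded with Fluo-8 calcium dye for 40 to 90 min at room temperature. After a 10 s baseline, compound was added and calcium influx was read kinetically for 3 min (ex 480/em 520 nm).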
# AT treatment: potential ataxia-telangiectasia treatment | AID 485349 | hit rate 0.19% among 320,000 | […] A-T fibroblasts, KAP-1 phosphorylation AlphaLISA; neocarzinostatin DNA damage 30 min before lysis | Potency, µM (top dose mostly 57.5 µM), for the others: at the highest dose activation, actives largely listed as activators; note: potency is the fitted concentration of half-maximal effect; % of control where 0% means no effect; nearly all actives have a fitted effect of over 45% in size
#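 hTERT-immortalized A-T patient fibroblasts ([…]), 500 cells/well in OPTI-MEM, 1% FBS, got compounds for 60 min, then NCS for 30 min at 37C. Lysates were then assayed for phospho-KAP-1 by AlphaLISA (anti-pKAP1 donor, anti-KAP1 acceptor beads), 6 hr at 25C.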
# FBPA coupling cs: coupling enzyme interference in Giardia aldolase counter-screen | hit rate 0.67% among 290,000 | coupling enzyme system counterscreen, AmpLite Red fluorescence | activity change, negative = inhibition, % at 58.2 µM, hits read low | AID 2472; in the data active = activity change below about -30%; note: % is set by controls: 0 for no effect and ±100 for the full control effect
#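 First, compound is pin-transferred into glyceraldehyde-3-phosphate coupling-enzyme reagent at 57.5 uM final and held 10 min at RT. Next, substrate, coupling system and AmpLite Red are added. After 20 min RT, fluorescence (525/598 nm) is read.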
# KCNH2 3.1 inh: blocks the human KCNH2 3.1 channel isoform | U2OS KCNH2 3.1, thallium flux FluxOr; active compounds read low | activity change, % (tested at about 1.8 µM) | hit rate 0.95% among 340,000 | AID 720553;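 active = maximum activity change below -70%; inconclusive = maximum activity change from -70% to -50%; inactive = maximum activity change above -50%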;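 note: thallium influx rate constant from kinetic fluorescence after stimulation buffer; % is set by controls: 0 for no effect and ±100 for the full control effect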
#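 Normalized rate constant (relative to positive and negative DMSO controls) derived from a 2 min kinetic fluorescence read after stimulation; U2OS cells expressing the 3.1 isoform via virus at 1.77 x 10^8 /mL.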
# GALK inhibitor: blocks human galactokinase activity | P51570 | hit rate 0.007% among 270,000 | Potency, µM (highest dose often 57.5 µM), inactives show at the highest dose activity change, negative = inhibition, actives largely listed as inhibitors | Purified GALK, Kinase-Glo residual ATP luminescence; note: potency is the fitted concentration of half-maximal effect; % is set by controls: 0 for no effect and ±100 for the full control effect
#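 ATP-depletion format; final 35 uM ATP, 100 uM D-galactose, 5 nM enzyme; pH 8.0 HEPES/Mg2+ buffer; 60 min RT; luminescence read 10 min after detection reagent.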
# * = called active by the depositor; ? = inconclusive; . = not tested or not shown; [ ] = remark or other dose. Unless noted, calls come from the whole dose curve; as a rule, active = well fitted curve in the direction sought with a large enough effect; inconclusive = small, poorly fitted or top-dose-only effect, or another doubt; inactive = no such curve, though single readings can be large; an effect the other way counts as inactive or inconclusive.
SMILES,CXXC DNA block,S-ASM inh,Integrin act MD,MBNL1 CUG block,hERG WT inh,TRPV1 agonist,AT treatment,FBPA coupling cs,KCNH2 3.1 inh,GALK inhibitor
C/C(=N\OCc1ccccc1C#N)c1cc2ccccc2o1,0%,3%,2%,4%,14,23,9%,0,16,-2%
COc1cc(NC(=O)C(=O)NNC(=O)C2CCCCC2)c(OC)cc1Cl,17%,4%,?,.,-5,1,-3%,1,-9,1%
Nc1nc(-c2ccc(NC(=O)c3ccco3)cc2)cs1,10%,7%,9%,21%,2,1,14%,0,0,.
COc1ccc(-c2cc(C(=O)NCc3ccco3)c3ccccc3n2)cc1,-14%,101%[activator],27%,39%[activator],-2,-5,0%,-1,24,1%
O=C(CCc1nnc2n(Cc3ccc(Cl)cc3)c(=O)c3ccccc3n12)N1CCN(c2ccccn2)CC1,?,-13%,22%,?,-7,9,-7%,-1,33,7%
COc1cc(CNCc2cccs2)cc(Br)c1OC,-4%,1%,9%,-1%,2,17,-3%,4,-14,1%
COc1ccc(S(=O)(=O)N2CCOCC2)cc1NC(=O)CSc1nnc(C2CC2)n1N,1%,4%,-2%,-2%,10,-1,15%,2,-20,-7%
FC(F)Oc1ccc(/C=N/NC(=S)Nc2cc(C(F)(F)F)ccc2Cl)cc1,-1%,.,12%,-12%,-10,-1,-12%,2,-18,3%
COCCCN(Cc1ccccn1)S(=O)(=O)Cc1ccccc1,1%,1%,14%,-1%,-22,1,.,0,0,1%
CC(Nc1cc(N2CCOCC2)ccc1[N+](=O)[O-])c1ccccc1 (stereo not drawn),-4%,-22%,-2%,?,2,19,-4%,1,13,.
N=C(N)c1ccc(O)cc1,1%,2%,-8%,11%,2,-1,6%,1,5,0%
O=C(NNc1c2ccccc2nc2ccccc12)c1ccccc1Cl,15%,8%,-19%,23%,6,6,4%,0,-10,-4%
COc1ccccc1OCCn1ccnc1,-7%,2%,14%,-11%,5,-2,4%,-3,4,3%
CCOc1ccc(S(=O)(=O)N2CCN(Cc3ccccc3)CC2)c2cccnc12,-2%,2%,-5%,11%,7,1,5%,-4,22,0%
N#Cc1nc(-c2ccc([N+](=O)[O-])cc2)oc1N1CCCCC1,1%,-1%,?,9%,-3,7,30%,7,18,-1%
O=c1c2[nH]c3ccccc3c2nc2n1CCCS2,0%,1%,-27%,10%,-4,2,0%,-3,9,0%
O=C1CCC(=O)N1c1ccccc1-c1ccccc1,-19%,4%,-21%,0%,3,-1,6%,-1,5,2%
O=c1c2ccccc2nc2c3ccccc3c(NCc3ccco3)nn12,4%,361%[activator],-10%,-1%,5,1,2%,1,24,-4%
CCN(CCCNC(=O)C1CCC(=O)N1Cc1ccc(F)cc1)c1cccc(C)c1 (stereo not drawn),?,-1%,-26%,-14%,-2,7,4%,-3,-7,-2%
CCNC(=O)[C@H]1O[C@@H](n2cnc3c(N)nc(NCCc4ccc(CCC(=O)O)cc4)nc32)[C@H](O)[C@@H]1O,3%,13%,.,-4%,-2,-2,-51%[inhibitor],1,18,3%
CCCN1CCN(CCCNC(=O)c2cc3c(=O)oc4ccc(C)cc4c3s2)CC1,1%,0%,5%,8%,5,-2,9%,.,4,-5%
O=C(NCSc1ccccc1)c1ccccc1,.,8%,1%,.,10,24,4%,.,7,.
O=C(Nc1ccc(F)cc1)NC1(C(=O)NCc2cccs2)CCCCC1,9%,0%,5%,-4%,5,-1,-2%,4,-1,-2%
COc1cc2[nH]c(=O)n(CCC(=O)NC3CCCC3)c(=O)c2cc1OC,1%,15%,9%,-2%,1,0,4%,2,9,-2%

# Sorted by count of non-hydrogen atoms (low to high): part of the list above
SMILES,CXXC DNA block,S-ASM inh,Integrin act MD,MBNL1 CUG block,hERG WT inh,TRPV1 agonist,AT treatment,FBPA coupling cs,KCNH2 3.1 inh,GALK inhibitor
COc1ccccc1OCCn1ccnc1,-7%,2%,14%,-11%,5,-2,4%,-3,4,3%
O=C(NCSc1ccccc1)c1ccccc1,.,8%,1%,.,10,24,4%,.,7,.
O=c1c2[nH]c3ccccc3c2nc2n1CCCS2,0%,1%,-27%,10%,-4,2,0%,-3,9,0%
O=C1CCC(=O)N1c1ccccc1-c1ccccc1,-19%,4%,-21%,0%,3,-1,6%,-1,5,2%
O=C(Nc1ccc(F)cc1)NC1(C(=O)NCc2cccs2)CCCCC1,9%,0%,5%,-4%,5,-1,-2%,4,-1,-2%
CCOc1ccc(S(=O)(=O)N2CCN(Cc3ccccc3)CC2)c2cccnc12,-2%,2%,-5%,11%,7,1,5%,-4,22,0%
CCN(CCCNC(=O)C1CCC(=O)N1Cc1ccc(F)cc1)c1cccc(C)c1 (stereo not drawn),?,-1%,-26%,-14%,-2,7,4%,-3,-7,-2%
CCNC(=O)[C@H]1O[C@@H](n2cnc3c(N)nc(NCCc4ccc(CCC(=O)O)cc4)nc32)[C@H](O)[C@@H]1O,3%,13%,.,-4%,-2,-2,-51%[inhibitor],1,18,3%

# Going on with the list.
SMILES,CXXC DNA block,S-ASM inh,Integrin act MD,MBNL1 CUG block,hERG WT inh,TRPV1 agonist,AT treatment,FBPA coupling cs,KCNH2 3.1 inh,GALK inhibitor
COc1ccc(C2C(=O)N(C3CCCCC3)CC(=O)N2C2CCCCC2)cc1 (stereo not drawn),12%,-13%,-1%,1%,-5,16,2%,3,-14,-2%
CC(=O)N1CCN(Cc2nc(-c3cccc(Cl)c3)no2)CC1,?,3%,?,15%,13,7,3%,-1,18,5%
COc1ccc(N2CCN(C(c3cccs3)C(C)NS(=O)(=O)c3ccccc3)CC2)cc1 (stereo not drawn),9%,-6%,-27%,-5%,-1,1,-12%,0,12,0%
O=c1[nH]cnc2c1ncn2C1OCC(O)C(O)C1O (stereo not drawn),.,2%,11%,.,0,.,.,.,2,.
COc1ccc(CCN(/C=C2\Sc3ccccc3C2=O)C(C)=O)cc1OC,-5%,42%[activator],1%,11%,-13,6,-2%,0,2,-2%
CC(=O)c1cccc(NC(=O)/C(=C\c2ccco2)NC(=O)c2cccs2)c1,-1%,4%,9%,18%,-6,.,4%,2,1,-1%
O=C(COC(=O)CN1C(=O)c2ccccc2C1=O)Nc1cccc(F)c1,.,-2%,0%,.,3,-1,12%,.,-3,.
Cc1ccc(N2C(=O)C(Cl)=C(NCc3ccccc3)C2=O)c(C)c1,8%,-6%,8%,9%,1,-1,7%,0,-3,-3%
COc1ccc(-n2c(C)cc(C=O)c2C)cc1Cl,-1%,0%,-15%,-10%,3,1,-3%,1,5,.
COc1ccc(N2CCN(S(=O)(=O)c3ccc(OC)c(C(=O)N4CCCCC4)c3)CC2)cc1,0%,5%,-26%,-5%,-4,4,-2%,3,-7,17%
CCOc1cc(/C=C2\SC(=Nc3ccc(F)cc3)N(c3ccc(F)cc3)C2=O)ccc1OCC(=O)O,-8%,.,.,?,.,21,-7%,25,.,-3%
COCc1cc(=O)n2c(-c3ccccc3OC)n[nH]c2n1,2%,1%,-13%,-3%,-11,0,-6%,3,0,-1%
COc1ccc(Cl)cc1C(=O)NNC(=O)c1n[nH]c2ccccc12,.,4%,1%,.,12,4,-3%,.,4,.
Cc1ccc(NC(=O)CSc2nnc(NC(=O)CN3CCOCC3)s2)cc1,-4%,1%,4%,-17%,1,2,-1%,0,-2,1%
COc1cc2c(cc1OC)CN(C(=O)CCNC(=O)c1ccc(Br)cc1)CC2,.,-2%,12%,.,-19,10,-1%,.,9,.
CCOC(=O)c1sc(=S)n(CC)c1NC(=O)c1ccccc1,-8%,1%,-7%,87%[activator],-7,0,-31%,3,-4,5%
O=C1CSC(=Nc2cccc(Cl)c2Cl)N1Cc1cccnc1,-9%,3%,12%,.,-1,.,-3%,-13,-12,-3%
N#CCCN(C(=O)COC(=O)c1ccc2c(c1)OCCO2)c1ccccc1,.,5%,12%,.,-4,.,-3%,.,8,.
C=CCNC(=O)COc1coc(CN2CCN(C(=O)c3ccco3)CC2)cc1=O,.,-1%,-17%,.,-24,2,14%,.,11,.
O=C(CSc1nnc(CNC(=O)C23CC4CC(CC(C4)C2)C3)n1-c1ccccc1)Nc1ccccc1,1%,-1%,2%,-1%,19,-2,0%,4,2,-2%
CC[C@@H]1C=C(C(=O)O)[C@H](c2ccc(Cl)cc2)N1S(=O)(=O)c1ccc(C)cc1,.,11%,9%,.,-2,.,7%,.,10,.
CCNc1c(NS(=O)(=O)c2ccc(Br)s2)c(=O)oc2ccccc12,-4%,7%,-20%,12%,10,-2,-1%,-1,-3,5%

# Compounds as they come; about 2% have a hit in one of these screens.
